PolyA inhibitor = blocks polyadenylation in yeast reporter cells; 0.02% of 300,000 active; S. cerevisiae SKY197-pL101 polyadenylation reporter, beta-gal luminescence; efflux-impaired pdr1/pdr3 knockout yeast; score 100 = 6 SD above DMSO; calls only at 12 µM;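 active means lowest replicate activity score at least 50, where 100 means six control SD above control mean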;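 further: yeast exposed to compound for 9 h at 30 °C; higher score means more reporter readthrough which indicates perturbed polyadenylation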
GSK3beta inhib = blocks human GSK3beta kinase activity; AID 2097; activity score (negative = inhibition), % at 10 µM; 0.038% of 300,000 active; P49841; GST-GSK3beta kinase, ADP-Glo luminescence, 60 min; active compounds read low;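 active means more than half of replicate wells score below -50%, meaning over 50% inhibition versus plate controls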;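 further: 0% = median DMSO wells and -100% = median GW8510 positive control wells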
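Test system – GST-tagged human GSK3beta kinase, cell-free · Incubation – 60 min enzyme reaction, room temperature · Signal – ADP-Glo luminescence · Also added – peptide substrate and ATP at 25 µM · Controls – DMSO neutral wells and GW8510 at 20 µM as positive · Buffer or medium – Tris/MgCl2 kinase buffer · Measure – Luminescence-derived activity versus plate DMSO and GW8510 wells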
KCNK3 block = human KCNK3 channel inhibition, primary screen. 0.84% of 340,000 active. AID 602410. B-score at 10 µM. CHO-KCNK3 thallium flux, FluxOR fluorescence; active compounds read low. O14649;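 active means B-score under library mean minus 4 SD, starting fluorescence ratio at most library mean plus 5 SD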;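 further: more negative B-score means stronger inhibition of thallium flux through KCNK3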
Target sequence (O14649 whole entry, looked up): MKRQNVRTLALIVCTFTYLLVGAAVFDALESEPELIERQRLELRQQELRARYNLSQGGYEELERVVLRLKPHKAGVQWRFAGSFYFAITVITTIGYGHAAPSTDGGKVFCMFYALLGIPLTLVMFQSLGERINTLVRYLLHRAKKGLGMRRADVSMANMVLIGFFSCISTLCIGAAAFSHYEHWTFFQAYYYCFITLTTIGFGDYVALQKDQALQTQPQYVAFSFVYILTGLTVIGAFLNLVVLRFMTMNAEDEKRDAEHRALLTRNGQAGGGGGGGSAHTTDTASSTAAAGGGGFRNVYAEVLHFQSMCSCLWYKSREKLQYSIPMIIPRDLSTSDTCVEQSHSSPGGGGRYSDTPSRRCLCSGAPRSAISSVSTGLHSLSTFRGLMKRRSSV
hERG protect = compounds protecting human hERG from proarrhythmic drug block; AID 1511; CHO-hERG, FluxOR thallium flux, dofetilide IC70 present; 0.51% of 310,000 active; activation (rescue from dofetilide block), less the hit threshold, % at 10 µM; Q12809;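 active means activation above the mean of controls blocked by dofetilide plus 5 SD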;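 further: thallium influx through hERG after potassium depolarization seen as dye fluorescence rise; in these data hits start at about 4.7%; inactives centre near -7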
GSK3 alpha inh = inhibitors of human GSK-3 alpha kinase; P49840; 0.1% of 320,000 active; ADP-Glo luminescence, 60 min; inhibition, % at 10 µM;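 in the data active means inhibition above about 50%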;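 further: GST-tagged GSK-3 alpha with peptide substrate and 25 µM ATP; 0% = DMSO neutral wells and 100% = GW8510 positive control wells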
Target sequence (P49840 whole entry, looked up): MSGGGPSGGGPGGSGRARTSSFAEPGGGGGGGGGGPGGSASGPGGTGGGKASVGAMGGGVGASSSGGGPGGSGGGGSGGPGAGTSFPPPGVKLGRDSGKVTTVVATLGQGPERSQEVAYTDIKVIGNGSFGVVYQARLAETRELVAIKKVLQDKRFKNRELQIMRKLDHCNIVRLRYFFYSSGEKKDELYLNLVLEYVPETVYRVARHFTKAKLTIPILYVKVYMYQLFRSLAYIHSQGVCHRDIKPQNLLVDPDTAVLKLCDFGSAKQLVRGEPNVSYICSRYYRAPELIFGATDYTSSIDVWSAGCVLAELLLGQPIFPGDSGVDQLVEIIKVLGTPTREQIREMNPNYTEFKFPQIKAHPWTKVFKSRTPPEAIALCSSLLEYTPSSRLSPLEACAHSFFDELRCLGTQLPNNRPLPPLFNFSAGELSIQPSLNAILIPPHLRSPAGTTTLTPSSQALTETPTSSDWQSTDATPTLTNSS
KCNQ1 block = inhibitors of human KCNQ1 potassium channel; AID 2642; P51787; 1.3% of 310,000 active; CHO-K1 KCNQ1, FluxOR thallium flux fluorescence; active compounds read high; B-score at 10 µM;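 active means compounds whose thallium flux B-score, printed positive for inhibition, exceeds three library SD while starting fluorescence stays within three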;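 further: channel opened by potassium depolarization with thallium stimulus after 20 min compound exposure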
RGS4 pot = potentiators or activators of RGS4. HEK293 M3R/inducible RGS4, carbachol calcium flux Fluo4; active compounds read low. 0.92% of 310,000 active. B-score at 10 µM. AID 463111;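 active means B-score of the integrated calcium signal more than 4 SD below the library mean, with starting fluorescence not abnormally high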;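 further: negative B-score means reduced calcium response which marks RGS4 activation or potentiation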
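System: HEK293 FlpIn-TREx cells, stable M3R, doxycycline-inducible RGS4. Timing: overnight RGS4 induction, 30 min dye load 37 °C, 20 min compound RT. Also added: carbachol, ECmax concentration. Measured by: Fluo4 fluorescence kinetic imaging of calcium. Evaluation: integrated calcium ratio converted to B score.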
KCNQ1 act = potentiates or activates the human KCNQ1 potassium channel | 0.35% of 310,000 active | B-score at 10 µM | P51787 | CHO-K1 KCNQ1, thallium flux FluxOR fluorescence; active compounds read high | AID 2648;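 active means fluorescence ratio B-score, a plate-corrected score, at least three library SD, with initial intensity B-score within 5 SD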
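assay system = KCNQ1-transfected CHO-K1 cells | medium = assay buffer with matched DMSO | probe or stimulus = depolarizing K+/Tl+ stimulus, K2SO4 and Tl2SO4 each 12.5 mM in 5x stock | dosing = single dose | incubation = dye 90 min, compound 20 min, room temperature | detection = kinetic FluxOR fluorescence, 10 s baseline plus 110 s post-stimulus | evaluation = ratio B score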
RGS4 inh = inhibitors of human RGS4 | 0.45% of 310,000 active | HEK293 M3R/RGS4 inducible, Fluo-4 calcium flux; active compounds read high; triggered by carbachol at its EC20 | B-score at 10 µM;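 active means B-score, a plate-corrected calcium signal, over three deviations above library mean, with baseline fluorescence within five deviations of library mean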;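 further: RGS4 expression induced by doxycycline in cells with stable M3 receptor; B-score is computed from the integrated fluorescence ratio over baseline after carbachol; higher B-score means a larger calcium signal and so more RGS4 inhibition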
Target sequence (P49798 whole entry, looked up): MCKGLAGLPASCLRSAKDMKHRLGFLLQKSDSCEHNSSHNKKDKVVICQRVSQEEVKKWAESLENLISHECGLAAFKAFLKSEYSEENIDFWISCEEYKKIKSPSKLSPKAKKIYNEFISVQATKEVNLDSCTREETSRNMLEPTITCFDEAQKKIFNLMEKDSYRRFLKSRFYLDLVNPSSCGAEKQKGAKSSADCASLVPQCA
DYRK1A inh = Dyrk1A (rat) kinase inhibition; AID 504441; 0.43% of 310,000 active; inhibition, % at 12.5 µM; ADP-Glo luminescence, NFATc1 peptide; in the data active means inhibition above about 50%;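 further: plate controls were vehicle with enzyme for no effect and no enzyme for full effect; many of its hits are not listed in these tables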
KCNK9 block = blocks the human KCNK9 two-pore domain potassium channel; Q9NPC2; HEK293 KCNK9, FluxOR thallium flux fluorescence; active compounds read low; B-score at 10 µM; 1.2% of 310,000 active; AID 488922;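 active means ratio B-score over 3 SD below the library mean, with starting fluorescence within 5 SD of its mean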;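 further: negative B-score means less thallium flux so channel inhibition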
Numbers without * were called inactive; i = inactive; . = not tested or not shown.

Second line of a record – PolyA inhibitor	GSK3beta inhib	KCNK3 block	hERG protect	GSK3 alpha inh	KCNQ1 block	RGS4 pot	KCNQ1 act	RGS4 inh	DYRK1A inh	KCNK9 block
- CCOc1ccccc1C(C(=O)NCCOC)N(CCOC)C(=O)Cn1nnc2ccccc21 (stereo not drawn)
 : i	-1	i	-7	-4	i	i	i	i	-2	i
- COc1ccc(Cl)cc1C(=O)NCCN1CCOCC1
 : i	.	i	1	-3	i	i	i	i	2	i
- C/C(=N/N=C(/N)SCc1ccccc1)C(C)(C)C
 : i	4	i	-10	.	i	i	i	i	.	i
- CC1(C)CC(=O)C=C(NNC(=O)c2ccc(N)cc2)C1
 : i	-21	i	-6	-1	i	i	i	i	-9	i
- CCOC(=O)Cc1csc(NC(NC(=O)OCC)(C(=O)OCC)C(F)(F)F)n1 (stereo not drawn)
 : i	0	i	-9	2	i	i	i	i	-3	i
- O=C(Cc1ccccc1)Nc1c(Cl)ccc2nsnc12
 : i	-19	i	-7	-1	i	i	i	i	.	i
- COc1ccc(CCn2c(C)ccc2C)cc1OC
 : i	1	.	-7	-2	i	i	i	i	.	i
- O=C(Nc1cc([N+](=O)[O-])ccc1F)c1ccc2ccccc2c1
 : i	1	i	-3	4	i	i	i	i	12	i
- Cc1ccnc(NC(=O)CCC(=O)N(CC(=O)NCc2ccc(F)cc2)c2ccc(F)cc2)c1
 : i	2	i	-6	-1	i	i	i	i	1	i
- Cc1sc(NC(=O)/C=C/C(=O)O)c(C(N)=O)c1-c1ccc(C(C)(C)C)cc1
 : i	4	i	-11	-3	i	i	i	i	-1	i
- CCCOc1ccc(N2C(=O)C3ON(c4ccccc4)C(c4ccc(O)c(OC)c4)C3C2=O)cc1 (stereo not drawn)
 : i	-3	i	-7	-5	i	i	i	i	1	i
- COC(=O)c1ccc(C(=O)Nc2nc3cc(N)c(C)cc3s2)cc1
 : i	-7	i	0	0	i	i	i	i	-2	i
- Cc1cc(NC(=O)CCC(=O)N(Cc2ccco2)C2(C(=O)NC3CCCC3)CCCCC2)no1
 : i	1	i	-1	-1	i	i	i	i	-2	i
- Nc1nn(-c2cccc(F)n2)cc1-c1ccc(Cl)cc1
 : i	-1	i	-6	.	i	i	i	i	-6	i
- COc1cc(NC(=O)C2=CC(c3cccs3)=NS(=O)(=O)N2C)cc(OC)c1OC
 : i	2	i	-6	0	i	i	i	i	3	i
- O=C(COC(=O)c1cccc(-n2cnnn2)c1)Nc1c(Cl)cccc1C(F)(F)F
 : i	0	i	-9	1	i	i	i	i	-2	i
- CCOC(=O)c1cc(C(=O)Nc2ccccc2F)nn1C
 : i	3	i	-11	-1	i	i	i	i	0	i
- CC(C(=O)N1CCCc2ccccc21)N1C(=O)c2ccccc2C1=O (stereo not drawn)
 : i	3	i	-9	-1	i	i	i	i	-1	i
- C=CCOC(=O)C1=C(C)NC(C)=C(C(=O)OCC=C)C1c1cn(-c2ccccc2)nc1-c1ccco1
 : i	3	i	-5	-2	i	i	i	i	-2	i
- Cc1csc2nc(O)c(C(=O)NCCCc3ccccc3)c(=O)n12
 : i	0	i	-8	0	i	i	i	i	-2	i
- O=C(NCCCN1CCCC1=O)c1cccs1
 : i	-3	i	-12	.	i	i	i	i	0	i
- O=C(COC(=O)c1cc(=O)[nH]c2ccc(Br)cc12)c1ccccc1
 : i	-3	i	-3	-2	i	i	i	i	-3	i
- Cc1c(Cl)ccc2sc(NC(=O)CN3C(=O)c4ccccc4C3=O)nc12
 : i	1	i	-5	0	i	i	i	i	-3	i
- Cc1ccc(NC(=O)CSc2n[nH]c(-c3ccco3)n2)cc1
 : i	2	i	-13	-1	i	i	i	i	-7	i
- COC(=O)c1ccc(OC(=O)c2ccc(OC)cc2)c(OC)c1
 : i	4	i	-7	-2	i	i	i	i	-11	i
- O=[N+]([O-])c1ccc(N2CCN(CCO)CC2)cc1Sc1ccccn1
 : i	3	i	-9	-2	i	i	i	i	-1	i
- O=[N+]([O-])c1ccc2n[nH]nc2c1
 : i	-2	i	3	1	i	i	i	i	7	i
- OCC1(CCc2ccccc2)CCN(Cc2ccccc2Cl)CC1
 : i	1	i	-13	-2	i	i	i	i	-1	i
- CCCCC1(c2ccc(F)cc2)NC(=O)N(CC(=O)N2CCN(C(=O)c3ccco3)CC2)C1=O (stereo not drawn)
 : i	4	i	-10	1	i	i	i	i	-3	i
- COc1ccc(NC(=O)c2ccc3c(c2)C(=O)N(Cc2cccnc2)C3=O)cc1
 : i	3	i	-8	-3	i	i	i	i	-4	i
- O=S1(=O)N=C(c2ccccc2)c2ccccc21
 : .	4	i	-4	-2	i	i	i	i	3	i
- Cc1ccc(NC(=O)C2=CCN(S(=O)(=O)c3ccc(F)cc3)CC2)cc1
 : .	3	i	-4	-3	i	i	i	i	-12	i
- COc1ccccc1CNC(=O)COC(=O)CSc1ccc(F)cc1
 : i	1	i	-16	-2	i	i	i	i	.	i
- O=C(CN1CCN(C(=O)c2ccco2)CC1)N1CCc2[nH]c3ccccc3c2C1
 : i	6	.	-9	0	i	i	i	i	.	i
- CSc1ccc(CN(C)CC(=O)Nc2ccc(NC(C)=O)cc2)cc1
 : i	4	i	-5	-2	i	i	i	i	.	i
- O=[N+]([O-])c1cccc(/C=C/c2nc[nH]c2[N+](=O)[O-])c1
 : i	1	i	-10	0	i	i	i	i	5	i
- CC(C)=CCC/C(C)=C/CCC(C)NCCN1CCNCC1 (stereo not drawn)
 : i	-8	.	-13	3	i	i	i	i	.	i
- O=C1c2ccccc2-c2cccc(C(=O)N3CCN(C(=O)c4ccccc4)CC3)c21
 : i	0	i	-13	2	i	i	i	i	-3	i
- COC(=O)c1sc2ncccc2c1OCc1ccc(Cl)cc1Cl
 : i	5	i	-6	0	i	i	i	i	-3	i
- CCOc1ccc(-n2c(=O)c3c4c(sc3n(CC(=O)NCC3CCCO3)c2=O)CCCC4)cc1 (stereo not drawn)
 : i	2	i	-12	-5	i	i	i	i	5	i
- O=C(CCCCCC(=O)N(CCO)CCO)N(CCO)CCO
 : i	6	i	-8	-2	i	i	i	i	0	i
- CC1=NN(C(=O)Cc2ccc([N+](=O)[O-])cc2)C(O)(c2ccccc2)C1 (stereo not drawn)
 : i	3	i	-2	0	i	i	i	i	1	i
- COc1cc(C(C)=O)ccc1OCC(O)CN1CCN(c2ccccn2)CC1 (stereo not drawn)
 : i	.	i	0	2	i	i	i	i	10	i
- O=c1c[n+]([O-])c2ccccc2n1OCc1ccccn1
 : i	-7	i	-9	9	i	i	i	i	0	i
- CC(C)CN(C(=O)COC(=O)c1c(Cl)ccc(Cl)c1Cl)C1CCS(=O)(=O)C1 (stereo not drawn)
 : i	.	i	-13	-2	i	i	i	i	.	i
- Fc1ccc(C(c2nnnn2C2CCCC2)N2CCN(Cc3ccccc3)CC2)cc1 (stereo not drawn)
 : i	3	i	-16	.	i	i	i	i	17	i
- CC(=O)c1ccccc1OC(=O)c1ccc([N+](=O)[O-])o1
 : i	-4	i	-7	-2	i	i	i	i	0	i
- CCNC(=O)O/N=C(\C)c1sc(-c2ccccc2)nc1C
 : i	-1	i	-8	-2	i	i	i	i	3	i
- Cc1ccc(NS(=O)(=O)c2ccc3[nH]c(=O)[nH]c3c2)cc1
 : i	3	i	-1	-2	i	i	i	i	3	i
- Cc1cc(=O)n(C)c2ccccc12
 : i	2	i	-21	0	i	i	i	i	.	i

Continuation:
Second line of a record – PolyA inhibitor	GSK3beta inhib	KCNK3 block	hERG protect	GSK3 alpha inh	KCNQ1 block	RGS4 pot	KCNQ1 act	RGS4 inh	DYRK1A inh	KCNK9 block
- COc1ccc(OCC(O)CN(C)C(=O)/C=C/c2cccc([N+](=O)[O-])c2)cc1 (stereo not drawn)
 : i	2	i	-9	-1	i	i	i	i	1	i
- COc1ccc(CNc2nc(C)cc(C)c2C#N)cc1
 : i	2	i	-8	2	i	i	i	i	-3	i
- Nc1nc(SCCN2C(=O)c3ccccc3C2=O)n[nH]1
 : i	2	i	-7	-1	i	i	i	i	15	i
- COc1ccc(S(=O)(=O)Nc2cccnc2)c(C)c1C
 : i	.	i	-3	-3	i	i	i	i	-2	i
- COC(=O)c1ccccc1NC(=O)C1CCCC1
 : i	2	i	-3	0	i	i	i	i	-6	i
- O=C1CC(c2ccccc2)CC(=O)N1c1ccccc1
 : i	1	i	-10	-2	i	i	i	i	-3	i
- COC(=O)C1=C(C)N(CCCC(=O)O)C(=O)NC1c1ccc(C(F)(F)F)cc1 (stereo not drawn)
 : i	2	i	-4	.	i	i	i	i	6	i
- COc1ccc(CCNc2ccc(C(CC(N)=O)NC(=O)c3cc(OC)ccc3OC)cc2[N+](=O)[O-])cc1 (stereo not drawn)
 : i	1	i	-10	-1	i	i	i	i	2	i
- Cc1ccccc1CSc1ccc2nnc(-c3ccccn3)n2n1
 : i	-1	i	-9	-2	i	i	i	i	5	i
- COc1ccccc1N(CC(O)CN1CCC(C)CC1)S(=O)(=O)c1ccccc1 (stereo not drawn)
 : i	1	i	-3	-3	i	i	i	i	-3	i
- CC1CCCC(C)N1C(=O)COC(=O)Cc1ccc(Cl)cc1 (stereo not drawn)
 : i	2	i	-2	0	i	i	i	i	-3	i
- CCc1nnc(NS(=O)(=O)c2ccc(NC(=O)c3ccccc3C)cc2)s1
 : i	2	i	-7	-5	i	i	i	i	14	i
- Cc1ccc(-c2cn(-c3ccc(SC(F)F)cc3)c3[n+]2CCC3)cc1
 : i	0	i	-16	1	i	i	i	i	5	i
- CC1=NN(c2ccccc2)C(=O)/C1=C/c1ccc[nH]1
 : i	-1	i	2	-2	i	i	i	i	-3	i
- CCCC[C@H]1COCCS(=O)(=O)N1Cc1ccc(C)cc1
 : i	1	i	0	2	i	i	i	i	-3	i
- COc1ccc(Cl)cc1NC(=O)N1CCN(CCc2ccccc2)CC1
 : i	1	i	-7	-1	i	i	i	i	0	i
- Oc1ccc(N=Cc2ccc(-c3cccs3)s2)cc1
 : i	1	i	-2	-1	i	i	i	i	1	i
- O=C(CCC(=O)Nc1cccc2ccccc12)N/N=C/c1ccco1
 : i	1	i	-5	-2	i	i	i	i	-10	i
- O=C(Nc1cc(C(=O)N2CCCC2)ccc1N1CCCC1)c1ccccc1F
 : i	1	i	-17	-4	i	i	i	i	-1	i

The list is partial (hit frequency here may not be typical).
